POLI inh: DNA polymerase iota (human) inhibition | Pol iota fluorescent replication assay, 10 min | Potency, µM (highest dose often 115 µM), for the others: at the top dose activity, negative = inhibition, hits mostly inhibitors | 390,000 tested, 1% active; further: potency means the concentration at half of the fitted maximal effect
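Fluorescent replication assay read twice, at 0 min and 10 min after adding 50 nM (final) substrate. Enzyme (10 nM) and compounds were first incubated 15 min at room temperature; enzyme-free buffer wells were negative controls.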
APE1 inh: blocks human APE1 abasic DNA cleavage. 350,000 tested, 0.35% active. recombinant APE1, TAMRA/BHQ-2 abasic DNA cleavage fluorescence. Potency, µM (doses to about 65.8 µM), inactives show at the highest dose activity change, negative = inhibition, most hits filed as inhibitors;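 further: potency means the concentration at half of the fitted maximal effect; plate controls were vehicle for no effect and reference inhibitor for full effect; nearly all actives have a fitted effect of over 55% in size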
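APE1 at 0.75 nM preincubated 15 min at room temperature with compound. Reaction then started with 50 nM double-stranded THF-abasic substrate labelled with TAMRA/BHQ-2, and 525/598 nm fluorescence read kinetically. Activity taken as third-minus-first read difference, normalized to DMSO and NSC13755 controls.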
POLK inh: inhibitors of human DNA polymerase kappa. Q9UBT6. purified Pol kappa, fluorescent DNA synthesis assay, 10 min. Potency, µM (top dose mostly 107 µM), without a hit: at the top dose activity, negative = inhibition, most hits filed as inhibitors. 400,000 tested, 0.53% active. AID 588579; further: potency means the concentration at half of the fitted maximal effect; on the % scale 0 is the no-effect control and ±100 the full control effect
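Here, compound and 10 nM enzyme are combined for 15 min at room temperature; adding 50 nM substrate (final) starts DNA synthesis, tracked by fluorescence at 0 and 10 min against buffer-only wells.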
12-LOX inh: inhibitors of human 12S-lipoxygenase ALOX12; Potency, µM (titrated, usually from 108 µM), without a hit: top-dose activity change, negative = inhibition, usual class: inhibitors; purified 12hLO, xylenol orange hydroperoxide absorbance; P18054; 580,000 tested, 1.1% active; further: potency means the concentration at half of the fitted maximal effect; on the % scale 0 is the no-effect control and ±100 the full control effect
Target sequence (P18054 whole entry, looked up): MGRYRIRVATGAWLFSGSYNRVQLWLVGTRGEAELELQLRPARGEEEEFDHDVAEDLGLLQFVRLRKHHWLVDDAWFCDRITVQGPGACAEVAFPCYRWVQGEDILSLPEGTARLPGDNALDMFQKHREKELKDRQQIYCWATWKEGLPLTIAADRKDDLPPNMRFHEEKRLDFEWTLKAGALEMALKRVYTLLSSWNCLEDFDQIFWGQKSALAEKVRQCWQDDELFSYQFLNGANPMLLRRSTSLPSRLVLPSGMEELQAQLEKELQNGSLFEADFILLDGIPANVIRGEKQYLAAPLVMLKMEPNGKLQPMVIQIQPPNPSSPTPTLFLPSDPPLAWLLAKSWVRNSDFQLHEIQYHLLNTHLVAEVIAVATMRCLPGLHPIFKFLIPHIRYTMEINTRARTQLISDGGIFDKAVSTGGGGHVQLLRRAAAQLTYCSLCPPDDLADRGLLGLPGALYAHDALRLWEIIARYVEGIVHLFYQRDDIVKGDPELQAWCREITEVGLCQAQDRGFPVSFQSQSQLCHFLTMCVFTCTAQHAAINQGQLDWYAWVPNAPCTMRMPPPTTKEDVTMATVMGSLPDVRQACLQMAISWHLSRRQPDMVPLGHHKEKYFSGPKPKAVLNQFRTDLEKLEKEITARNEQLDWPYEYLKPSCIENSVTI
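Purified human 12hLO at 150 nM in 25 mM Hepes, 0.01% Triton X-100, pH 7.0, preincubated 15 min at room temperature with compound. Reaction started with 40 uM arachidonic acid, 30 min at room temperature. Hydroperoxide measured by Fe-xylenol orange, 573/405 nm absorbance ratio.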
TRHR agonist: TRH receptor (human) agonism | activation, % at 2 µM | 360,000 tested, 0.18% active | TRHR cells, calcium flux fluo-8, FDSS agonist mode | AID 493084 | P34981; in the data active means activation above about 30%; further: 0% is about no effect
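In this calcium-flux screen, cells bearing human TRHR are dye-loaded with fluo-8, baselined for 10 cycles, then exposed to library compounds; positive kinetic calcium responses during the agonist phase mark hits, with TRH as control.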
Pol beta inh: DNA polymerase beta (human) inhibition. Pol beta primer extension/strand displacement, fluorescence kinetic. Potency, µM (doses to about 114 µM), for the others: at the highest dose activity change, negative = inhibition, hits mostly inhibitors. 340,000 tested, 1.3% active. AID 485314; further: potency means the concentration at half of the fitted maximal effect; on the % scale 0 is the no-effect control and ±100 the full control effect
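Human Pol beta at 10 nM; strand-displacement substrate 50 nM final. Compound exposure 15 min at room temperature before start, reaction 10 min at room temperature.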
ERG-DNA inh: ERG Ets/DNA interaction inhibition; P11308; fluorescence polarization, His-ERG Ets domain / labelled DNA; Potency, µM (top dose mostly 76.9 µM), inactives show at the highest dose FP activity, negative = inhibition, usual class: inhibitors; 370,000 tested, 0.028% active; active means well fitted inhibition curve with a large enough effect in the polarisation, with a control signal flat; inconclusive means small, poorly fitted or top-dose-only effect, or effect the other way, or a change in a side signal; inactive means no such curve, though single readings can be large or run the other way; the % refers to the polarisation;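 further: polarization taken with two DNA probes labelled with fluorescein and Texas red; potency means the concentration at half of the fitted maximal effect; % of control where 0% means no effect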
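His-tagged ERG Ets domain (1 uM in the protein solution; 300mM KCl, 50mM Tris-HCl, 1mM EDTA, 1mM DTT, pH 7.5) received compound, then a probe mix of 5 nM fluorescein-DNA and 100nM Texas-615-DNA. Fluorescence polarization was read for both dyes.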
BLM inh: blocks DNA unwinding by human BLM helicase. P54132. Potency, µM (titrated, usually from 56.1 µM), for inactives: at the highest dose activity change, negative = inhibition, actives largely listed as inhibitors. AID 2528. recombinant BLM DNA unwinding, fluorescence dequenching. 350,000 tested, 0.2% active;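 further: potency means the concentration at half of the fitted maximal effect; plate controls were vehicle for no effect and no enzyme for full effect; nearly all actives have a fitted effect of over 35% in size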
Apoferritin bind: candidate novel general anesthetic via apoferritin binding; P02791; apoferritin/1-aminoanthracene competitive binding, fluorescence; Potency, µM (highest dose often 77.5 µM), for the others: at the highest dose activity change, negative = displacement, hits mostly inhibitors; 350,000 tested, 0.074% active; further: potency means the concentration at half of the fitted maximal effect; on the % scale 0 is the no-effect control and ±100 the full control effect; nearly all actives have a fitted effect of over 20% in size
Target sequence (P02791 2-175 limits assumed): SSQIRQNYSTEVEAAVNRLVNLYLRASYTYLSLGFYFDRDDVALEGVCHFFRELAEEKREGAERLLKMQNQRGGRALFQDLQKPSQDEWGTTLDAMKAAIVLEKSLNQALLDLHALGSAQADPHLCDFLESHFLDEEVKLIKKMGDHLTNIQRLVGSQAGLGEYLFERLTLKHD
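Horse-spleen apoferritin (10 uM) in 50% saturated 1-aminoanthracene in PBS was incubated 10 min at room temperature with compound. Fluorescence (ex 380, em 535 nm) was normalized to free and bound 1-AMA, with concentration-response fitted by a four-parameter Hill equation.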
Starred values were filed as active, the others as inactive; u = inconclusive; x = no result given; & = joins results of further samples; [ ] = dose if it differs, or a comment. Unless noted, the call rests on the fitted dose curve; in most records, active means well fitted curve in the direction sought with a large enough effect; inconclusive means small, poorly fitted or top-dose-only effect, or another doubt; inactive means no such curve, though single readings can be large; an effect the other way counts as inactive or inconclusive. Not all compounds are listed. The share of hits here may be higher or lower than overall.

SMILES	POLI inh	APE1 inh	POLK inh	12-LOX inh	TRHR agonist	Pol beta inh	ERG-DNA inh	BLM inh	Apoferritin bind
C/C(CC(=O)Nc1ccc(C)c(Cl)c1)=N\NC(=O)C1CCCCC1	21%	-2%	-18%	-20%	0.3	-12%	2%	-7%	-10%
COCCCN1C(=O)c2[nH]nc(-c3cc(C)ccc3O)c2C1c1ccc(F)cc1 (centres undefined)	29%	x	7%	2%	0.0	-9%	3%	-3%	u
O=C(OCN1C(=O)c2ccccc2C1=O)c1cccnc1SC(F)F	22%	30%	-10%	-6%	0.0	-7%	-5%	-5%	-6%
CC1(C)CC(=O)C(C=NCCN2CCN(C(=O)C34CC5CC(CC(C5)C3)C4)CC2)=C(O)C1	2%	5%	-10%	0%	1.0	-2%	-14%	0%	u
Cc1ccc(N(C(=O)c2snc(C(N)=O)c2N)C(C(=O)NCc2ccccc2)c2ccncc2)c(C)c1 (centres undefined)	8%	31%	-9%	1%	-0.1	0%	2%	-4%	-9%
CCCCOC(=O)c1ccc(NC(=O)CSc2nc3c(c(=O)[nH]2)CCC3)cc1	36%[activator]	x	7%	u	0.0	2%	-3%	-5%	-4%
CC(C)c1nn2c(=O)cc(COC(=O)c3cccc(NC(=O)c4ccccc4F)c3)nc2s1	1%	x	-8%[60.1 µM]	-12%	-0.5	15%	-3%	-1%	34%[activator]
CNC[C@@H]1Oc2ccc(NS(=O)(=O)c3ccc(OC)cc3)cc2CC(=O)N([C@H](C)CO)C[C@@H]1C	-21%	5%	-14%	x	x	x	-8%	x	x
CCOc1ccc(Nc2sc(C(=O)c3ccc(F)cc3)c(N)c2S(=O)(=O)c2ccc(C)cc2)cc1	-6%	x	-3%[60.1 µM]	-27%	2.7	-26%	0%	-4%	84%[activator]
O=C(C[C@@H]1C/C=C\CC[C@H](Cc2ccc(F)cc2)C(=O)OC[C@@H]2CCCN2C1=O)NCCO	17%	-41%	6%	6%	x	x	-11%	x	x
CCOc1ccc2nc3c(cc2c1)CN(CCOC)C(=NCCOC)S3	12%	-2%	-13%	u	0.1	6%	-2%	-6%	-9%
COc1cc(NC(=O)CSCc2ccc(Cl)cc2Cl)c(C(=O)O)cc1OC	145%[activator]	-2%	2%	-16%	0.4	44%	19%	-6%	-5%
COc1ccc(OC)c(CCNC(=O)c2c(C)oc3ncn(CC(C)C)c(=O)c23)c1	37%[activator]	x	0%	-8%	-1.1	5%	4%	-8%	u
Cc1cc(NC(=O)COC(=O)C2CC(=O)N(c3ccccc3Cl)C2)no1 (centres undefined)	-1%	75%[activator]	1%	-8%	-1.8	-2%	10%	-2%	-1%
O=C(NCc1ccco1)c1c2c(nc3ccccc13)CCC2	8.9µM*	u	32µM*	-40%	0.1	11µM*	-13%	18µM*	4%
CCN(c1ccccc1)S(=O)(=O)c1ccc(NC(=O)c2nc(S(C)(=O)=O)ncc2Cl)cc1	u	3%	-8%&0%	-26%	1.1&2.2	10%&-5%	-1%&1%	-5%&-14%	u
CCOc1ccc(Oc2nc(C)cc(OC)n2)nn1	-2%	3%	-1%	15%	0.4	-12%	26%	-5%	-3%
CCOc1ccc(C(=O)COC(=O)CC)cc1	5%	13%	-11%	6%	0.0	23%	6%	3%	7%
CC(C)[C@H](NC(=O)[C@@H](Cc1c[nH]c2ccccc12)NC(=O)[C@H](Cc1ccc(O)cc1)NC(=O)[C@@H](N)CC(=O)O)C(=O)N[C@H](Cc1c[nH]c2ccccc12)C(=O)N[C@H](Cc1c[nH]c2ccccc12)C(=O)N[C@@H](CCCCN)C(N)=O	x	15%	-10%[12 µM]	x	x	x	x	-12%	1%
COC(=O)C(Cc1ccc(O)cc1)NC(=O)C(C)Oc1ccccc1 (centres undefined)	-11%	-4%	-6%	2%	-0.1	-8%	0%	0%	-15%
CCc1cc2cc(C)c(C)cc2nc1SCC(=O)Nc1cc(C)on1	40%[activator]	3%	-7%	-5%	0.3	u	-3%	3%	-12%
NCCCCCCNS(=O)(=O)c1cccc2c(Cl)cccc12	3%[58.9 µM]	u	-16%	-28%	x	-5%[57.1 µM]	-3%	26%&4%	-6%
Cc1ccc(CN2CCNC(=O)C2CC(=O)N(C)Cc2cnccn2)cc1 (centres undefined)	1%	14%	-7%	-7%	0.3	42%	-4%	-1%	1%
CN(C)c1ncc2nc(-c3ccccc3)c(=O)n(CCC#N)c2n1	x	-1%	-3%[60.1 µM]	89%[activator]	x	x	x	-1%	x
COc1ccc(S(=O)(=O)N2CCCCC2)cc1NC(=O)C1CC(=O)N(c2ccc3c(c2)OCCO3)C1 (centres undefined)	22%	-1%	-12%	-7%	0.4	x	-2%	x	x
O=C(CCCN1C(=O)S/C(=C\C=C\c2ccccc2)C1=O)Nc1ccc(C(=O)O)cc1	u	7%	1%	u	0.4	19%	14%	-6%	6%
O=C(NCc1ccco1)c1ccc(-c2ccc(Cl)cc2)o1	-1%	-3%	-25%	-19%	-1.2	-10%	3%	-6%	-9%
COc1cccc(NC(=O)C2CCN(S(=O)(=O)c3ccc4[nH]c(=O)oc4c3)CC2)c1	u	48%[activator]	1%	-16%	0.6	3%	5%	-1%	-9%
CN(CC(=O)Nc1ccc(Cl)c(C(F)(F)F)c1)C(=O)C1CSC2(C)CCC(=O)N12 (centres undefined)	27%	-8%	-11%	-1%	3.6	x	-1%	x	x
COc1ccc(C)cc1S(=O)(=O)N(CC(=O)O)c1ccc(C)cc1	4%	4%	-11%	0%	-0.1	-21%	-2%	-1%	-9%
O=S(=O)(c1ccc(Cl)cc1)N(CCCN1CCOCC1)Cc1cccs1	57%	5%	-11%	u	-0.9	-17%	7%	-5%	-3%
COc1ccc(/C=N/NC(=O)CCC(=O)Nc2ccc(Br)cc2)c(OC)c1	21%	10%	-3%	23%	0.0	-2%	-4%	-6%	-10%
O=C1NC[C@H](Cc2ccccc2)N(C[C@H]2CCCN2C[C@H](Cc2ccc(O)cc2)N2C[C@H](Cc3ccc(O)cc3)N(CC3CCCCCC3)C(=O)C2=O)C1=O	-20%	x	-21%	16µM*	x	x	-11%	x	x
COC(=O)c1ccc2nc(NC(=O)C3CC3)sc2c1	9%	5%	8%	-22%	-0.2	13%	-6%	0%	-3%
Cc1ccccc1NC(=O)CCCN1C(=O)C2CC=CCC2C1=O (centres undefined)	35%[activator]	20%	-2%	0%	0.0	0%	-3%	0%	-2%
Cc1ccccc1Cn1c2ccccc2c2cnn(CC(=O)N3CCN(c4ccccc4)CC3)c(=O)c21	20%	2%	1%	0%	0.0	22%	3%	-5%	-17%
CCCCNC(=O)CSc1cc(=O)n(C)c2ccccc12	u	5%	4%	0%	0.2	4%	9%	0%	2%
CCOc1ccc(-n2c(=O)c3c(C)c(C)sc3n(CC(=O)C(C)(C)C)c2=O)cc1	2%	x	5%	-14%	-1.3	-2%	5%	-2%	16%
Cc1ccc(S(=O)(=O)NCc2c(Cl)cccc2Oc2ccccc2)cc1	109%[activator]	-5%	-4%	x	1.2	-9%	0%	-13%	2%
Nc1nc(Nc2ccccc2)nc(NCCO)c1[N+](=O)[O-]	u	u	-4%	30%	-0.3	9%	28%	2%	-14%
CCOC(=O)c1cccc(NC(=O)c2cc(CN3CCOCC3)on2)c1	17%	x	6%	-3%	0.1	28%	2%	2%	0%
CC1=NN(C(=O)c2ccc(Cn3ccc([N+](=O)[O-])n3)cc2)C(O)(C(F)(F)F)C1 (centres undefined)	-3%	1%	-4%	-16%	0.2	2%	-5%	2%	0%
CCOC(=O)c1c(N)n(-c2cccc(OC)c2)c2nc3ccccc3nc12	u	x	-18%[60.1 µM]	-10%	-0.4	2%	-4%	1%	160%[activator]
Cn1nnc2cc(C(=O)NC3CCCCC3)ccc21	8%	-1%	-4%	0%	0.0	-3%	-9%	0%	-15%
COc1ccc(-c2csc(NC(=O)CCCc3cccs3)n2)cc1	1%	3%	-10%	-22%	-0.6	-27%	4%	0%	3%
Cc1n[nH]c(C)c1S(=O)(=O)N1CCN(C(=O)c2ccco2)CC1	18%	9%	-6%	0%	0.0	27%	1%	-2%	-4%
c1ccc2c(c1)CCOC2CNCCCN1CCCCC1 (centres undefined)	68%[activator]	13%	-5%	13%	1.0	26%	-7%	3%	8%
Cc1ccc(-c2c(C(=O)N/N=C/c3ccco3)nnn2-c2nonc2N)cc1	-3%	48%[activator]	3%	0%	-0.2	1%	2%	0%	-5%
Cc1ccc(C)c(N2CCN(C(=O)CCn3c(=O)c4cccn4c4cccnc43)CC2)c1	12%	x	-13%	u	0.0	-3%	-1%	-1%	6%
CCOC(=O)C1CCN(C2=NC(=O)/C(=C/c3ccc(Cl)cc3)S2)CC1	-4%	-4%	-10%	u	-0.4	34%	9%	-6%	-5%
CC1NC(C(=O)O)Cc2c1[nH]c1ccccc21 (centres undefined)	x	u	5%[19.4 µM]	6%	x	x	x	x	-9%

Whole records as entered above. Values in the order: POLI inh	APE1 inh	POLK inh	12-LOX inh	TRHR agonist	Pol beta inh	ERG-DNA inh	BLM inh	Apoferritin bind
`Cc1ccc(C)c(N2CCN(C(=O)CCn3c(=O)c4cccn4c4cccnc43)CC2)c1` as listed: 12%	x	-13%	u	0.0	-3%	-1%	-1%	6%
`c1ccc2c(c1)CCOC2CNCCCN1CCCCC1` (centres undefined) as listed: 68%[activator]	13%	-5%	13%	1.0	26%	-7%	3%	8%

High-throughput results deposited in PubChem by National Center for Advancing Translational Sciences (NCATS).
